High-throughput results deposited in PubChem BioAssay by Broad Institute.
esBAF inh: inhibitors of esBAF chromatin remodeling in mouse ES cells. Bmi1-luciferase knock-in reporter, 24 h; 100% = twice the neutral-well signal. reporter increase, % at 12.5 µM. 350,000 tested, 2% active. AID 602393; in the data active means activation above about 40%;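 further: 0% = median of the plate's neutral control wells and 100% = double that signal; a rise in the Bmi1 reporter signal indicates esBAF inhibition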
ARNT-TACC3 inh: ARNT/TACC3 interaction disruption; Q9Y6A5; AlphaScreen His-ARNT PAS-B/GST-TACC3 binding, luminescence; TACC3 fragment carries E629A point mutation; inhibition, % at 9.99 µM; 390,000 tested, 0.66% active; AID 623870;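 active means mean inhibition of replicates at least 50% and at least half of replicates each reaching 50%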;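 further: 0% = complete ARNT plus TACC3 wells and 100% = ARNT alone without TACC3; many hits fall short of the cut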
E-sel inducer: induces E-selectin expression in human endothelial cells; 260,000 tested, 0.37% active; activation, % at 7.58 µM; HUVEC E-selectin immunofluorescence imaging; normalized: neutral wells 0, TNF-alpha wells 100; P16581;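 active means mean E-selectin-positive cell signal at least 10% of the positive control, reached in at least 60% of replicates, without over 20% cell loss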;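 further: in these data hits start at about 27%; measured in HUVEC primary endothelial cells; signal is the percent of cells scored E-selectin positive by PE staining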
Target sequence (P16581 whole entry, looked up): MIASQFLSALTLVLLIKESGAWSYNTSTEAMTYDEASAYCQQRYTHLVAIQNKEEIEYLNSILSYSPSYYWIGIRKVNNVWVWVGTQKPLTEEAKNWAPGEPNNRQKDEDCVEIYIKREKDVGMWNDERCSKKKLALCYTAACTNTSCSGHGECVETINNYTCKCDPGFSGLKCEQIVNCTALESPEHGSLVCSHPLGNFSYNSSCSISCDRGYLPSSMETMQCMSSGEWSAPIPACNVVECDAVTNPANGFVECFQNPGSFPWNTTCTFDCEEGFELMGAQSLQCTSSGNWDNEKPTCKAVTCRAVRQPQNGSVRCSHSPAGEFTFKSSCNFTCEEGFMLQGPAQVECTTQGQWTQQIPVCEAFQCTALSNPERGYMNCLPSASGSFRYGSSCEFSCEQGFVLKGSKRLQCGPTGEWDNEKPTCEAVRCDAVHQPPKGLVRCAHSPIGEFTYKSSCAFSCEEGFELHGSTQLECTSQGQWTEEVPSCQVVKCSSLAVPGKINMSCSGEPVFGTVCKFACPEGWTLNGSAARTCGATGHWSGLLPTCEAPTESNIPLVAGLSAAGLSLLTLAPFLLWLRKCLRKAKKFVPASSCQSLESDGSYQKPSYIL
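Test system: HUVEC | Signal: Immunofluorescence imaging | Read-out: Percent E-selectin-positive cells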
CASP6 VEID inh: blocks human caspase-6 cleavage activity; P55212; purified caspase-6, Z-VEID-R110 cleavage fluorescence; inhibition, % at 12.5 µM; 350,000 tested, 0.53% active; AID 686996;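 active means mean inhibition across replicates at least about 35%, with every replicate also reaching that limit, limit read from the data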;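 further: 0% = median of neutral control wells and 100% = no fluorescence left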
Target sequence (P55212 24-179 limits assumed): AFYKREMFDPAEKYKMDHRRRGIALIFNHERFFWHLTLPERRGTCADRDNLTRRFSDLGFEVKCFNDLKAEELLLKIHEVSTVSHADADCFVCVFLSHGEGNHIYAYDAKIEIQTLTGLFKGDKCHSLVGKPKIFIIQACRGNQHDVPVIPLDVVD
Target sequence (P55212 194-293 limits assumed): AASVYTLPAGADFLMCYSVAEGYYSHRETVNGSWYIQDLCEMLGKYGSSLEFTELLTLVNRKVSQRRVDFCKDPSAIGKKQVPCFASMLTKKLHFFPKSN
PglD DTNB: blocks C. jejuni PglD acetyltransferase activity | purified PglD enzyme, DTNB colorimetric CoA detection | inhibition, % at 12.5 µM | 360,000 tested, 0.098% active | AID 602405; in the data active means inhibition above about 16%, passing the limit was not always enough; further: strong numbers were not always called active
RAD52 anneal inh: RAD52 (human) annealing inhibition. P43351. recombinant RAD52 DNA annealing, FRET fluorescence. inhibition, % at 18.7 µM. 360,000 tested, 0.46% active. AID 651710;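 active means every replicate showing at least 50% inhibition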
RAD54 branch: blocks human RAD54 Holliday junction branch migration; FAM/BHQ fluorescence; 360,000 tested, 0.14% active; AID 602329; inhibition, % at 10.4 µM;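 active means mean normalized replicate activity at least 40 and at least half of replicates scoring 40 or more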;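 further: 0% = median of neutral control wells and 100% = median of positive control wells; inhibitors cause a drop in the FAM fluorescence signal; in these data hits start at about 50%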
ERp5 inh: ERp5 (human) disulfide isomerase inhibition; Q15084; ERp5 insulin aggregation, absorbance 650 nm, 90 min; inhibition, % at 9.99 µM; 350,000 tested, 0.05% active; AID 651711;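 active means mean replicate inhibition above about 25%, with every replicate also reaching it, limit read from the data, passing the limit was not always enough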
Starred values were filed as active, the others as inactive; · = no result given; & = joins results of further samples.

The line under a structure holds: esBAF inh	ARNT-TACC3 inh	ERp5 inh	RAD52 anneal inh	E-sel inducer	CASP6 VEID inh	PglD DTNB	RAD54 branch
O=C(CCS(=O)(=O)c1ccccc1)N1CCOCC1
 : ·	-5.5	5.1	-25.3	1.7	-1.0	·	·
CS(=O)(=O)c1ccc2nc(NC(=O)CCS(=O)(=O)c3ccccc3)sc2c1
 : -4.0	0.8	0.9	1.6	·	7.3	-4.6	3.4
CC(C)CC#Cc1ccc2c(c1)O[C@@H](CN(C)S(=O)(=O)c1ccc(F)cc1)[C@@H](C)CN([C@H](C)CO)S2(=O)=O
 : 4.9	2.0	5.7	-1.1	1.7	-2.9	0.6	6.9
Nc1nccnc1C(=O)OCC(=O)N1CCN(S(=O)(=O)c2ccc(Cl)cc2)CC1
 : ·	6.0	-2.7	-5.8	·	1.4	·	·
CN1C(=O)CC(C(=O)Nc2ccccc2F)SC1=Nc1ccc2c(c1)OCO2 (stereo unspecified)
 : ·	-3.0	4.0	0.7	·	-3.4	·	·
Cc1ccc(S(=O)(=O)N2[C@@H]3CNC[C@H]2C3c2ccc(-c3ccccc3C)cc2)cc1 (stereo partly specified)
 : ·	·	4.9&-5.7	33.7&40.8	0.2&-0.1	2.4&-0.3	·	·
Cc1ccc(/C=C/C(=O)Nc2nnc(SCc3ccc(C#N)cc3)s2)o1
 : ·	-4.1	6.5	-9.9	·	2.6	9.3	-7.0
Cc1ccc2c(CC(=O)N(C)c3c(N)n(Cc4ccccc4)c(=O)[nH]c3=O)coc2c1
 : -0.4	-15.9	4.1	-14.7	0.0	2.4	5.8	3.4
O=C(COC(=O)c1cc(S(=O)(=O)N2CCOCC2)ccc1F)NCc1ccco1
 : -1.2	·	-1.5	-19.4	·	-2.4	0.2	0.2
CN(C)C(=O)COc1ncnc2sc(-c3ccccc3)cc12
 : 29.6	-3.2	-2.6	-20.3	0.0	5.4	4.1	-9.6
COCCOc1cc(N(CC(=O)N(C)C)S(=O)(=O)c2ccccc2)c(Cl)cc1Cl
 : 2.6	1.4	4.2	-10.5	-0.1	0.0	·	·
C[C@H](CO)N1C[C@H](C)[C@@H](CN(C)C(=O)Nc2ccc3c(c2)OCO3)Oc2c(NC(=O)c3ccc(-c4nccs4)cc3)cccc2C1=O
 : -3.0	-6.3	-0.6	8.9	-1.4	3.0	-0.1	6.0
Cc1nc2ccc(NC(=S)N3CCCC3)cc2nc1C
 : ·	1.0	1.7	-14.4	3.5	2.7	·	·
O=C(Nc1ccc2c(c1)[C@H]1C[C@H](CC(=O)N3CCOCC3)O[C@H](CO)[C@H]1O2)NC1CCCC1
 : -0.3	-3.4	-3.4	-3.7	0.2	-0.3	-0.2	0.9
C/C=C\C=C\C(=O)Nc1cccc(C2=NOC3(C2)C[C@@H](C(N)=O)N(C(=O)C(c2ccccc2)c2ccccc2)C3)c1 (stereo partly specified)
 : -0.9	-2.2	8.6	-45.0	-0.6	·	7.7	-12.5
N#Cc1ccc(Cl)cc1NC(=O)COC(=O)c1ccc2c(c1)OCCO2
 : ·	·	-4.5	12.3	·	0.1	10.0	-7.2
N#Cc1cccc(NC(=O)COC(=O)c2ccccc2Sc2ccccc2C#N)c1
 : ·	-0.2	4.6	-26.3	-0.1	1.0	-3.5	5.2
COc1cccc(Cn2cc(C(=O)NCCN(C)C)nn2)c1
 : ·	-1.5	5.9	-12.0	·	-5.4	·	·
CC1(C)CC(=O)C(C(=S)Nc2ccc(F)cc2)=C(NCCN2CCOCC2)C1
 : 5.0	2.8	·	·	0.1	·	0.5	6.3
Cc1cc(C)cc(NC(=O)N(CCC#N)Cc2cccs2)c1
 : ·	-1.4	16.7	-14.4	0.4	-1.4	9.7	1.5
COc1ccc(-n2c(C)cc(-c3csc(NC(=O)c4ccc(S(=O)(=O)N(C)C)cc4)n3)c2C)cc1
 : -0.1	-3.3	·	·	0.2	·	0.9	-3.7
Cc1ccc(-c2cc(C(=O)Nc3c(C)n(C)n(-c4ccccc4)c3=O)no2)cc1
 : 0.5	-0.6	-2.2	-13.2	·	1.1	0.1	4.7
Nc1c(N=O)c(=O)[nH]c(=O)n1-c1ccccc1
 : ·	28.7	0.2	2.9	·	0.5	·	·
O=C(COC(=O)CCSc1ccccc1)NCc1ccc(F)cc1
 : 4.9	-3.4	2.4	-22.8	4.5	-2.0	2.9	-13.6
O=C(CSc1nnnn1-c1cccc2c1CCCC2)N1CCOCC1
 : ·	14.1	4.4	-11.8	·	1.6	·	·
O=C(COC(=O)c1cccc(S(=O)(=O)N2CCOCC2)c1)NCCc1ccccc1
 : ·	-0.8	-0.6	-2.4	-0.1	1.7	-5.2	-1.8
O=Cc1cccn1-c1ccccc1
 : -1.8	-6.1	0.5	-8.9	·	-3.6	-3.4	0.5
CCn1cc(CN2CCC(Oc3ccc(C(=O)N4CCCCC4)cc3)CC2)cn1
 : 1.2	22.6	8.6	-12.4	-0.3	1.7	-3.3	4.1
C=CCOc1ccc2c(c1)CCC1C2CCC2(C)C(O)C(O)CC12 (stereo unspecified)
 : 30.2	-1.9	-5.0	-12.2	0.1	-2.3	-2.0	5.9
C[C@@H]1CCCCO[C@@H](CN(C)C(=O)NC2CCCCC2)[C@H](C)CN([C@@H](C)CO)C(=O)c2cc(NC(=O)c3ccccc3)ccc2O1
 : 9.0	-1.7	·	·	0.8	·	-0.2	-3.7

Two entries picked at random from those above:
The line under a structure holds: esBAF inh	ARNT-TACC3 inh	ERp5 inh	RAD52 anneal inh	E-sel inducer	CASP6 VEID inh	PglD DTNB	RAD54 branch
Cc1cc(C)cc(NC(=O)N(CCC#N)Cc2cccs2)c1
 : ·	-1.4	16.7	-14.4	0.4	-1.4	9.7	1.5
O=C(COC(=O)c1cccc(S(=O)(=O)N2CCOCC2)c1)NCCc1ccccc1
 : ·	-0.8	-0.6	-2.4	-0.1	1.7	-5.2	-1.8

Given bar-delimited: part of the list above.
molecule | esBAF inh | ARNT-TACC3 inh | ERp5 inh | RAD52 anneal inh | E-sel inducer | CASP6 VEID inh | PglD DTNB | RAD54 branch
Cc1ccc(-c2cc(C(=O)Nc3c(C)n(C)n(-c4ccccc4)c3=O)no2)cc1 | 0.5 | -0.6 | -2.2 | -13.2 | · | 1.1 | 0.1 | 4.7
N#Cc1cccc(NC(=O)COC(=O)c2ccccc2Sc2ccccc2C#N)c1 | · | -0.2 | 4.6 | -26.3 | -0.1 | 1.0 | -3.5 | 5.2

More records follow:
The line under a structure holds: esBAF inh	ARNT-TACC3 inh	ERp5 inh	RAD52 anneal inh	E-sel inducer	CASP6 VEID inh	PglD DTNB	RAD54 branch
COc1ccc(CCNC(=O)c2ccc(Cl)c(S(=O)(=O)N3CCCCCC3)c2)cc1
 : 4.6	-1.6	5.7	-16.6	0.2	-2.0	4.3	6.4
CCCSc1nc2c3c(sc2c(=O)[nH]1)CC(C)(CC)OC3 (stereo unspecified)
 : ·	-6.7	9.9	-16.9	·	-0.6	·	·
C[C@@H]1CN([C@H](C)CO)S(=O)(=O)c2ccc(C#Cc3ccccn3)cc2O[C@@H]1CN(C)Cc1cccc(F)c1
 : 11.4	-4.8	6.8	-52.4	-0.1	2.1	-1.5	0.5
O=C(CS(=O)(=O)Cc1ccccc1)NCc1ccco1
 : ·	1.3	4.9	-17.0	3.6	6.3	·	·
C=CCN1C(=Nc2ccccc2)SC/C1=C\C(=O)OC
 : 24.1	4.1	·	·	·	·	2.4	-2.1
C[C@@H](NC(=O)C[C@H]1C[C@@H]2c3cc(NC(=O)C4CCC4)ccc3O[C@@H]2[C@@H](CO)O1)c1ccccc1
 : -0.2	-5.5	1.7	6.8	-0.2	-2.4	-2.6	7.8
CCN(CC)CCOCCOC(=O)C(CC)(CC)c1ccccc1
 : ·	·	3.6	-8.6	-0.1	-1.8	8.9	-6.6
CCOC(=O)CCCCC(=O)NC(CO)C(=O)NC (stereo unspecified)
 : -0.5	-37.1	·	·	·	·	5.7	-3.6
CCOc1ccc(S(=O)(=O)N2CCC(C(=O)NCCc3ccccc3)CC2)cc1
 : -1.0	-8.6	4.3	0.0	0.2	4.8	-1.3	3.6
O=[N+]([O-])c1c(O)c(Cl)cc(Cl)c1Cl (tested in a mixture with another compound)
 : -0.3	-1.0	3.5	-20.0	0.1	-0.2	-4.7	-6.4
Cc1ccc(NC(=O)C2CCN(C(=O)NCc3ccccc3)CC2)cc1C
 : 1.8	-4.5	-4.0	-16.9	·	0.8	-2.5	2.7
COc1cccc(C(=O)CC(=O)C(=O)Nc2cc(Cl)c(OC)cc2OC)c1
 : 20.1	5.2	7.6	-39.2	0.3	6.4	-3.2	-7.0
COc1ccc(-c2oc(=O)c3cc(OC)c(OC)cc3c2C#CC2(O)CCCCC2)cc1
 : 2.9	-0.2	1.6	-24.0	0.1	-3.8	4.9	-8.6
O=C(c1ccccc1)N1C[C@@H]2[C@H](c3ccccc31)[C@@H](CO)N2Cc1cc(F)ccc1F
 : -1.5	-9.0	1.7	2.2	0.2	-1.1	-1.0	-7.7
CCCCNC(=O)C[C@@H]1C[C@@]2(C(=O)OCC)CCC=C2N(Cc2ccccc2)C1=O
 : ·	·	10.5	-4.6	-0.1	1.8	·	·
CC1CCc2c(sc3nc(CN4CCN(S(=O)(=O)c5ccccc5[N+](=O)[O-])CC4)[nH]c(=O)c23)C1 (stereo unspecified)
 : -4.2	1.4	·	·	·	·	-2.6	1.9
COc1ccc(OC)c(NC(=O)CCNC(=O)c2ccco2)c1
 : -6.9	11.4	0.5	-7.4	0.8	-1.7	-1.2	-24.5
NC(N)=Nc1ccc(N=C(N)N)cc1
 : -2.6	-4.0	-3.7	-13.7	-0.1	-16.2	4.4	14.1
C[C@H](CO)N1C[C@H](C)[C@H](CN(C)S(=O)(=O)c2ccc(F)cc2)Oc2ncc(/C=C/c3ccccc3)cc2C1=O
 : -3.2&0.4	15.5&19.5	-8.7&-2.1	10.4&12.1	-0.1	-2.3&-2.0	1.3&0.9	1.1&1.4
CCn1cc(C(=O)N[C@@H](C)C(=O)NCCCn2ccnc2)c(=O)c2cc3c(cc21)OCO3
 : -6.8	-4.3	1.5	7.4	·	4.2	-5.1	10.9
O=C(CN(c1cccc(Br)c1)S(=O)(=O)c1ccccc1)N/N=C/c1cc([N+](=O)[O-])ccc1O
 : ·	30.1	7.8	-0.4	0.0	5.0	-0.1	-18.4
Cc1noc(C)c1S(=O)(=O)Nc1ccc2c(c1)CC(=O)N([C@H](C)CO)C[C@H](C)[C@H](CN(C)Cc1ccc(C(=O)O)cc1)O2
 : 3.6	-4.5	9.1	-1.6	-3.3	-0.6	0.3	1.1
C[C@@H]1CN([C@@H](C)CO)C(=O)c2cccc(NC(=O)Nc3ccc(F)cc3)c2O[C@@H]1CN(C)S(=O)(=O)c1ccc(F)cc1
 : 15.5	-10.5	-1.6	25.1	-0.1	·	-6.0	2.2
COCCNc1nc(NCc2ccccc2)nc2ccsc12
 : 3.0	·	7.1	-11.6	2.6	2.2	4.4	3.9
N#Cc1cccc(S(=O)(=O)NCC(=O)NCc2ccc3c(c2)OCO3)c1
 : -3.2	-6.6	-2.7	-11.4	-1.1	0.6	-4.2	4.8
C[C@@H]1CCCCO[C@@H](CN(C)C(=O)Nc2ccc3c(c2)OCO3)[C@H](C)CN([C@@H](C)CO)C(=O)c2cc(NC(=O)Nc3ccc4c(c3)OCO4)ccc2O1
 : 36.9	-10.5	1.9	-1.3	-0.3	-0.1	-3.0	5.0
CNC(=O)C(=O)NCC(c1cccs1)S(=O)(=O)c1ccc(F)cc1 (stereo unspecified)
 : -2.1	4.6	-3.4	-7.1	·	1.3	7.2	-3.9
CNS(=O)(=O)c1cc(OC)c(OC)cc1CC(=O)OC
 : ·	3.8	-0.6	-14.4	·	-0.8	·	·
COC(=O)[C@]12C(=O)C(C)=C(O)[C@@]1(C)C(C)=CC1[C@@]34CC[C@@H](OC(C)=O)C(C)(C)C3C(C[C@]12C)OC4=O (stereo partly specified)
 : 0.2	-2.3	-0.8	-7.7	·	0.0	0.2	-6.4
CO[C@H]1CN(C)C(=O)c2ccc(NC(=O)c3cccc(Oc4ccccc4)c3)cc2OC[C@@H](C)NC[C@@H]1C
 : -3.9	1.5	8.2	36.5	0.2	-1.4	1.0	8.1
CC1CCCCC1NCC(=O)NCc1ccc(F)cc1 (stereo unspecified)
 : ·	-4.3	2.6	-4.9	6.2	10.8	·	·
